Epigenetic reg = Quantitative High-Throughput Screen for Regulators of Epigenetic Control. Potency, µM (highest dose often 53.9 µM), for inactives: at the top dose GFP activation, usual class: activators. murine LDR cells, GFP reporter derepression, 30 h. 280,000 compounds, 0.2% hits; also: % of control where 0% means no effect; nearly all actives have a fitted effect of over 60% in size
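Murine LDR cells carrying a silenced, genomically integrated CMV-driven GFP reporter were exposed to compound for 30 hours at 37 C. After PBS washes, GFP-positive cells (20–120 um objects) were counted by laser-scanning microplate cytometry.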
NPSR antag = qHTS Assay for Antagonists of the Neuropeptide S Receptor: cAMP Signal Transduction | Q6W5P4 | CHO-NPSR cells, cAMP TR-FRET, antagonist mode | Potency, µM (highest dose often 38.3 µM), for inactives: top-dose activity change, negative = inhibition, usual class: inhibitors | 220,000 compounds, 1% hits; also: % is scaled to controls: 0 for no effect and ±100 for the full control effect; nearly all actives have a fitted effect of over 50% in size; many of its hits are not listed in these tables
Target sequence (Q6W5P4 whole entry, looked up): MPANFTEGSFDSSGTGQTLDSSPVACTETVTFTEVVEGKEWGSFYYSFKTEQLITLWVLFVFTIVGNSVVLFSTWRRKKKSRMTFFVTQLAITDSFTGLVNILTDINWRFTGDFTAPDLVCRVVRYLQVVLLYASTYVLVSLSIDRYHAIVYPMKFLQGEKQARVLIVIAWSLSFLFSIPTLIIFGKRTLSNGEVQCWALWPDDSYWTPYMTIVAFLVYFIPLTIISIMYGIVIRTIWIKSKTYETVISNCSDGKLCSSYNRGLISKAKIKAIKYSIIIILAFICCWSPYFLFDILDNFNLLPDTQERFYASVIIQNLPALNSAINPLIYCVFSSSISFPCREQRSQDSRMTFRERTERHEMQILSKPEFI
Luc counter = Counterscreen for Luciferase (Kinase-Glo TM) Inhibition; AID 1379, 2008; Kinase-Glo luciferase, ATP luminescence, 8 min; 200,000 compounds, 0.28% hits; Potency, µM (series often up to 38.3 µM), for the others: at the highest dose activity change, negative = inhibition, hits mostly inhibitors; Luciferin 4-monooxygenase (Photuris pensylvanica), Q27757; also: % is scaled to controls: 0 for no effect and ±100 for the full control effect; nearly all actives have a fitted effect of over 60% in size
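Compound is pinned into ATP-containing buffer (10 uM ATP, imidazole pH 7.2, 7 mM MgCl2). Kinase-Glo luciferase reagent is then added. Light output is recorded following an 8-min room-temperature incubation.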
KDM4E inh = qHTS Assay for Inhibitors of Human Jumonji Domain Containing 2E (JMJD2E). Lysine-specific demethylase 4E (Homo sapiens), B2RXH2. JMJD2E catalytic domain, FDH-coupled NADH fluorescence (FDH is formaldehyde dehydrogenase). Potency, µM (titrated, usually from 57.1 µM), for inactives: top-dose activity change, negative = inhibition, hits mostly inhibitors. 230,000 compounds, 1.6% hits. AID 2147, 2009; active = well fitted inhibition curve with a large enough effect, not every such curve was filed as active; inconclusive = small, poorly fitted or top-dose-only effect, or another doubt; inactive = no such curve, though single readings can be large or run the other way;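 also: 0% = wells with enzyme and -100% = buffer wells without enzyme; nearly all actives have a fitted effect of over 50% in size; many of its hits are not listed in these tables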
Target sequence (B2RXH2 1-337 limits assumed): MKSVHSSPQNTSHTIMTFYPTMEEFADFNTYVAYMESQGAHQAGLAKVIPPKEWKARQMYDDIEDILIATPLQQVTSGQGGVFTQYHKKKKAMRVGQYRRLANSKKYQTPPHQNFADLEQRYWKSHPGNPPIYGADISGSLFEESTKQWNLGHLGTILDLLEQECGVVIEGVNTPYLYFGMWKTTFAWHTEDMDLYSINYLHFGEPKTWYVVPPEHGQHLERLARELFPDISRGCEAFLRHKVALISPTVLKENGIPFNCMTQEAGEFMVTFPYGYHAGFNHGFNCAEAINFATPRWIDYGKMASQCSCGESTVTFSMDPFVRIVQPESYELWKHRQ
GoLoco inh red = qHTS Assay for Inhibitors of RGS12 GoLoco Motif Activity (Red Fluorophore); Potency, µM (highest dose often 61.6 µM), without a hit: at the top dose activity, negative = inhibition, usual class: inhibitors; Gai1:RGS12 GoLoco peptide FP, rhodamine, 10 min; AID 880, 2007; 230,000 compounds, 0.44% hits; active = well fitted inhibition curve with a large enough effect, not every such curve was filed as active; inactive = no such curve, though single readings can be large or run the other way; also: % is scaled to controls: 0 for no effect and ±100 for the full control effect; nearly all actives have a fitted effect of over 30% in size; many of its hits are not listed in these tables
Target sequence (P63096 whole entry, looked up): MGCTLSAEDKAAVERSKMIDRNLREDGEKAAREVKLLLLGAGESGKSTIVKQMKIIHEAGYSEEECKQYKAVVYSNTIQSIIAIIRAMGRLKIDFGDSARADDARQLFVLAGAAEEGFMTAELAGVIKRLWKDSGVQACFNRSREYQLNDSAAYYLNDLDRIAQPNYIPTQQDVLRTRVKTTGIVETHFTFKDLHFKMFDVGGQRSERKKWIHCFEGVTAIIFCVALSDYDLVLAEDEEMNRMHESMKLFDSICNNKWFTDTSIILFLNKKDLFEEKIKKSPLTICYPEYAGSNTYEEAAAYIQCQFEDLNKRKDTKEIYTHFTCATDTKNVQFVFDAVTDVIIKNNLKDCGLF
RECQ1 inh = qHTS Assay for Inhibitors of RecQ-Like Dna Helicase 1 (RECQ1); ATP-dependent DNA helicase Q1 (Homo sapiens), P46063; RECQ1 DNA unwinding, red fluorescence kinetic read; Potency, µM (series often up to 57.3 µM), for inactives: top-dose activity, negative = inhibition, most hits filed as inhibitors; 240,000 compounds, 0.54% hits; AID 2549, 2010;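 also: plate controls were vehicle for no effect and no enzyme for full effect; nearly all actives have a fitted effect of over 30% in size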
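50 nM RECQ1T1 preincubated 15 min with compound in Tris pH 8.0 buffer with MgCl2, DTT, Tween-20 and 2.5 ug/ml poly(dI-dC); started with 200 nM TAMRA/BHQ-2 forked duplex and 2 mM ATP. Unwinding read as fluorescence (525/598 nm), two reads 2 h apart.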
IMPase Li inh = qHTS Assay for Identifying the Cell-Membrane Permeable IMPase Inhibitors: Potentiation with Lithium; CHO-M1 cells, IP1 TR-FRET (IP-One), carbachol + lithium; Potency, µM (titrated, usually from 59.4 µM), without a hit: at the highest dose activity, negative = IMPase inhibition, usual class: inhibitors; 210,000 compounds, 0.35% hits;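 also: IP1 builds up when IMPase is blocked and the TR-FRET signal falls; plate controls were basal vehicle for no effect and high inhibitor control for full effect; nearly all actives have a fitted effect of over 50% in size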
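Readout is a homogeneous TR-FRET IP1 immunoassay (Ex 320, Em 665 and 620), where raised cytosolic IP1 lowers signal. Cells were CHO-M1 treated 30 min at 37C with test compounds plus a little lithium; AC50 values came from Hill-equation fitting.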
SMN2 splice enh = qHTS Assay for Enhancers of SMN2 Splice Variant Expression; HEK293 SMN2-luciferase splicing reporter, luminescence, 30-36 h; Potency, µM (titrated, usually from 46.1 µM), without a hit: top-dose activity change, positive = activation, hits mostly activators; 210,000 compounds, 2.8% hits; AID 1458, 2008; also: % of control where 0% means no effect; nearly all actives have a fitted effect of over 55% in size
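qHTS luciferase splicing reporter: luminescence rises when SMN2 exon 7 is included in transfected HEK293 cells. Compound exposure lasted 30-36 h at 37C, with 4.5 mM final sodium butyrate as control, followed by a ONE-Glo read.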
* marks the source's active call; other numbers are inactive results; i = inactive; ? = inconclusive; · = no result given; [ ] = remark or other dose. Unless noted, calls follow the shape of the dose curve; as a rule, active = well fitted curve in the direction sought with a large enough effect; inconclusive = small, poorly fitted or top-dose-only effect, or another doubt; inactive = no such curve, though single readings can be large; an effect the other way counts as inactive or inconclusive. Potency is read from the fitted curve at half-maximal effect. Only part of the results is shown; rates above refer to the full screens.

SMILES | Epigenetic reg | NPSR antag | Luc counter | KDM4E inh | GoLoco inh red | RECQ1 inh | IMPase Li inh | SMN2 splice enh
COc1ccc(OC)c(C2NC(=S)NC(C)=C2C(=O)Nc2ccccn2)c1 (stereo unspecified) | -1.3% | 7% | 4% | -7% | 13% | i | 5% | -11%
Cc1ccc(-n2c(=O)c3sccc3n(CC(=O)N3CCCC3)c2=O)cc1 | -1.0% | -2%[46.1 µM] | · | -4% | · | 0% | · | ·
Cc1cc(=O)c2c(o1)CC(C)(C)CC2=O | 0.7% | -7%[46.1 µM] | -1% | -6% | 1% | -4% | 34%[activator][38.3 µM] | 7%
NS(=O)(=O)c1cccc(NC(=O)C2CC(=O)N(Cc3ccco3)C2)c1 (stereo unspecified) | -1.0% | 27% | · | 4% | 6% | -3% | · | ·
Cc1ccc2oc(Nc3nc(-c4ccccc4)cc(=O)[nH]3)nc2c1 | -0.6% | -44% | -3% | 2% | 12% | 2% | 10% | -15%
Cc1cnc(CNc2ncncc2-c2ccccc2CN(C)C)cn1 | -0.1% | · | -1% | -28% | -22% | i | 20% | -2%
COc1ccc(S(=O)(=O)NNC(=O)c2cc3ccccc3o2)cc1 | -1.0% | 3% | 2% | 2% | 1% | -4% | 0% | 5%
Cc1nc(N)sc1-c1csc(Nc2ccc(Cl)cn2)n1 | 0.0% | -21%[46.1 µM] | -4% | -20% | -4% | -5% | 3% | -47%[inhibitor]
Cn1c(CC(=O)Nc2ccc(Cl)c(Cl)c2)nnc1SCC(=O)NCc1ccccc1 | 7.6% | 8% | -1% | 15% | -3% | -14% | 2% | 15%
CN1C(=O)[C@@H]2[C@@H]3C[C@@H]([C@H]4ON=C(c5ccccc5OCC#N)[C@@H]34)[C@@H]2C1=O | 0.0% | -6% | · | 4% | 4% | 6% | · | ·
O=C(NNC(=O)c1nn(-c2ccc(F)cc2)ccc1=O)c1ccccc1Cl | -1.7% | -13% | · | -1% | 2% | -7% | · | ·
CSc1ccccc1N1CCN(C(=O)Nc2ccc3c(c2)NC(=O)CO3)CC1 | 0.0% | -15%[46.1 µM] | 3% | 10% | -5% | 0% | 30%[38.3 µM] | -16%
O=C(OCC(=O)N1CCN(c2ccccc2)CC1)c1cccc(Cl)c1 | -2.0% | -17%[46.1 µM] | -2% | 3% | 9% | 0% | 11% | -16%
Cc1csc(=Nc2cccnc2)n1CC1CCCCC1 | -3.2% | -17% | 1% | -3% | 8% | -10% | 2% | -14%
COc1cc(/C=N/NC(=O)COc2cc(C)cc(C)c2)ccc1OS(=O)(=O)c1ccc(C)cc1 | -1.1% | -39% | 3% | 5% | 7% | -2% | 0% | -60%[inhibitor]
Cc1cc(C)c(NC(=O)CN2CCC(NC(=O)NC3CCCCC3)CC2)c(C)c1 | -2.3% | 8% | 1% | 6% | 5% | i | 4% | -5%
Cn1cc(S(=O)(=O)N2CCN(Cc3ccccc3)CC2)c(=O)n(C)c1=O | 0.0% | -3%[46.1 µM] | 3% | 0% | 5% | -4% | -11%[38.3 µM] | -5%
COc1ccc(C2CC(=O)Oc3ccc(O)cc32)cc1 (stereo unspecified) | -1.5%[96.6 µM] | · | 1%[39.9 µM] | · | -4%[88.7 µM] | -4%[81.1 µM] | 7% | ·
COC(=O)C1(C)C=CC2(CCCCC2)N1C(C)=O (stereo unspecified) | 0.3% | · | -2% | -9% | 3% | -13% | -9% | -2%
COC(=O)CCCC[C@@H]1SC[C@@H]2NC(=O)N[C@@H]21 | 2.4% | · | 0% | -28% | 3% | -4% | 13% | ·
CCOC(=O)c1nn(-c2ccc(C)cc2)cc1C(=O)c1ccccc1 | 9.2% | ? | -20% | 0% | -21% | -17% | 27%[38.3 µM] | 11µM*
CNC(=S)NNC(=O)c1ccc2c(c1)OCO2 | 8.5% | 17% | 2% | -5% | 14% | i | 0% | -4%
Cc1cc(NC(=O)CCC(=O)N(CC(=O)NC2CCCC2)c2ccccc2)no1 | 1.2% | 4%[46.1 µM] | -1% | 14% | -4% | -4% | 4% | -9%
O=[N+]([O-])c1ccc(NCCCO)c(C(F)(F)F)c1 | -1.0% | 13% | -1% | 1% | -2% | 1% | -2% | -23%
CCOc1ccccc1C(=O)N[C@H](C(=O)OCc1cc([N+](=O)[O-])cc2c1OCOC2)C(C)C | -1.1% | -56% | 6% | 7% | -2% | -7% | 19% | -14%
O=C1NCCCC1C(=O)NCCN1C(=O)CCC1=O (stereo unspecified) | -3.0% | 5%[46.1 µM] | -1% | 2% | 0% | 1% | 2%[38.3 µM] | 1%
Cc1ccc(/C=N/N2CCN(Cc3cccc4ccccc34)CC2)o1 | -0.6% | -20%[46.1 µM] | 1% | -5% | 4% | i | 6%[38.3 µM] | -5%
CCN(CC)S(=O)(=O)c1ccc(N2CCOCC2)c(NC(=O)C(=O)c2c(-c3ccccc3)cc3ccccn23)c1 | 0.1% | -25%[46.1 µM] | 0% | 4% | 9% | i | 21%[38.3 µM] | 16%
Clc1ccc(-c2cc3ccccc3[nH]2)cc1 | 1.9% | 0%[46.1 µM] | 0% | ? | 9% | -16% | -20%[38.3 µM] | 18%
NS(=O)(=O)c1ccc(-c2ccc(/C=C3\C(=O)Nc4cc(Cl)ccc43)o2)cc1 | 12% | -6% | -1% | 2% | 10% | i | -3% | 0%
CCNC(=O)C1(c2ccccc2)CCCC1 | 0.0% | -20%[46.1 µM] | 10% | 13% | 5% | -13% | -13%[38.3 µM] | 7%
COc1cc2ccccc2cc1C(=O)OCC(=O)NC1CCS(=O)(=O)C1 (stereo unspecified) | -1.5% | 10% | 1% | ? | -2% | i | -4% | 6%
O=c1c(-c2ccc(Cl)cc2)coc2c(CN3CCOCC3)c(O)ccc12 | -1.4% | -10%[46.1 µM] | 2% | ? | -1% | i | 4%[38.3 µM] | -5%
NS(=O)(=O)c1ccc(NC(=O)CSc2ncnc3ccccc23)cc1 | 2.3% | -51% | 1% | -10% | 8% | -13% | 4% | -19%
CCCC(CCC(=O)Nc1cccc([N+](=O)[O-])c1)C(=O)O (stereo unspecified) | 0.3% | 22% | · | 1% | 5% | -3% | · | ·
COc1ccc(-n2c(=O)c(NC(=O)c3ccccc3)c3n(c2=S)CCCCC3)cc1 | -1.4% | -17% | 1% | -4% | 7% | 1% | 3% | 14%
c1nc(N2CCCC2)c2[nH]cnc2n1 | 0.0% | 18%[46.1 µM] | 0% | 4% | 5% | -7% | -3% | 26%
O=C(Cn1cnc2c(nnn2Cc2ccc(F)cc2)c1=O)NCc1ccccc1 | 2.3% | -1% | · | 5% | -5% | -1% | · | ·
Cc1onc(C(=O)N2CCOCC2)c1[N+](=O)[O-] | -0.5% | 16% | 9% | 2% | -9% | -3% | 1% | -6%
O=C(O)/C=C/C(=O)NNc1ccc([N+](=O)[O-])cc1 | 4.4% | -14% | ? | ? | -17% | i | 8% | -2%
CC(=O)Nc1cccc(OC(=O)COc2ccc(Br)cc2)c1 | -6.3% | 11% | -2% | 7% | 3% | -5% | -2% | -2%
Cc1ccccc1NC(=S)N1CCCC(c2nc3ccccc3[nH]2)C1 (stereo unspecified) | -0.1% | -14% | 6% | 121%[activator] | 1% | -9% | 7% | -11%
CCOC(=O)CN1C(=O)NC2NC(=O)NC21 (stereo unspecified) | -3.7% | -1%[46.1 µM] | · | -1% | · | i | · | ·
O=C(Nc1ccc(Br)cc1)N1CCCCC1 | 8.7% | -3% | -10% | 6% | 7% | 15% | 4% | ?
Cc1ccc(S(=O)(=O)NCCSCc2ccccc2)cc1 | 2.1% | -27%[46.1 µM] | · | -14% | 2% | -5% | · | ·
CCOC(=O)N1C2C=C(C)[C@@H]2[C@@H]2CC(=O)N21 (stereo partly specified) | -1.9% | 12% | 1% | 7% | -18% | -13% | 1% | 7%
O=C(CSc1nnc(-c2ccccc2)o1)N1CCN(c2ccccc2)CC1 | 3.4% | -10%[46.1 µM] | -1% | 5% | 5% | -17% | -5%[38.3 µM] | 5%
O=C(Nc1ccc(Cc2ccncc2)cc1)c1cc(F)c(F)cc1Cl | -0.1% | -2% | -5% | -27% | 8% | -9% | -4% | ·
Cc1ccccc1C(=O)Nc1ccc(-c2nc3ccc(C(=O)c4ccccc4)cc3[nH]2)cc1 | -1.4% | -23%[46.1 µM] | -6% | ? | 5% | 0% | -19%[38.3 µM] | -22%
O=C(O)c1ccccc1N(Cc1ccccc1)C(=O)COc1ccccc1 | 1.1% | -9% | · | 1% | 8% | -5% | · | ·
S=c1[nH]nc(-c2ccccn2)n1/N=C/c1ccc(Br)s1 | 0.0% | -22%[46.1 µM] | 1% | -16% | 4% | -6% | 3% | -12%
CN(C(=O)c1ccc2c(c1)CCN2S(C)(=O)=O)c1ccccc1 | 1.1% | 13% | -1% | 0% | 5% | i | 6% | -6%
CC(=O)Nc1ccc(S(=O)(=O)c2ccc(C)cc2)cc1 | -2.6% | 10% | 1% | -13% | 12% | i | 4% | -4%

Whole records, quoted from the list. Order of values: Epigenetic reg | NPSR antag | Luc counter | KDM4E inh | GoLoco inh red | RECQ1 inh | IMPase Li inh | SMN2 splice enh
Listed for CCOC(=O)CN1C(=O)NC2NC(=O)NC21 (stereo unspecified) → -3.7% | -1%[46.1 µM] | · | -1% | · | i | · | ·
Listed for Cc1ccccc1C(=O)Nc1ccc(-c2nc3ccc(C(=O)c4ccccc4)cc3[nH]2)cc1 → -1.4% | -23%[46.1 µM] | -6% | ? | 5% | 0% | -19%[38.3 µM] | -22%
Listed for O=C(Nc1ccc(Cc2ccncc2)cc1)c1cc(F)c(F)cc1Cl → -0.1% | -2% | -5% | -27% | 8% | -9% | -4% | ·
Listed for Cc1ccc(S(=O)(=O)NCCSCc2ccccc2)cc1 → 2.1% | -27%[46.1 µM] | · | -14% | 2% | -5% | · | ·
